p53 reactivation: mutant p53 re-activation in reporter cells; Potency, µM (highest dose often 92.2 µM), for the others: top-dose activity change, positive = activation, usual class: activators; H1299 p53-A138V BP100-luciferase reporter, luminescence, 24 h; AID 504706; actives 0.063% (n = 320,000); note: % of control where 0% means no effect; nearly all actives have a fitted effect of over 45% in size
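H1299 (p53-null), stable ts p53-A138V + BP100-Luc; 1000 cells/well, Opti-MEM/10% FBS; cpd 4 pt, 1:5; 24 h, 37 deg C, 5% CO2; detection reagent 10 min RT; luminescence.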
Rab9 promoter act: activates the Rab9 promoter. Huh7 Rab9 promoter-luciferase reporter, luminescence, 24 h. AID 485297. Potency, µM (doses to about 9.22 µM), inactives show at the top dose activation, negative = inhibition, actives largely listed as activators. actives 2.8% (n = 320,000); note: % of control where 0% means no effect; nearly all actives have a fitted effect of over 60% in size
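Huh7 reporter line, Rab9 promoter upstream of luciferase. Compound exposure 24 h at 37 °C in reduced-serum medium with 10% FBS. Read-out: luminescence.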
Gal4-VP16 FLuc: Gal4-VP16 reporter inhibition counter-screen | Potency, µM (doses to about 53.6 µM), inactives show at the highest dose activity, negative = inhibition, actives largely listed as inhibitors | actives 3.5% (n = 310,000) | Drosophila S2 Gal4-VP16 UAS-luciferase, luminescence, 20 h;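 note: Gal4-VP16 expression switched on by copper sulfate through the metallothionein promoter; % is set by controls: 0 for no effect and ±100 for the full control effect; nearly all actives have a fitted effect of over 50% in size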
FLuc modulator: counter-screen for miR-21 project: firefly luciferase inhibitors or activators. P08659. Potency, µM (highest dose often 57.5 µM), for inactives: at the top dose activity change, negative = inhibition, actives largely listed as inhibitors. purified FLuc, Km substrates, luminescence inhibition. AID 588342. actives 6.9% (n = 360,000);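 note: plate controls were vehicle for no effect and reference inhibitor for full effect; nearly all actives have a fitted effect of over 55% in size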
Target sequence (P08659 whole entry, looked up): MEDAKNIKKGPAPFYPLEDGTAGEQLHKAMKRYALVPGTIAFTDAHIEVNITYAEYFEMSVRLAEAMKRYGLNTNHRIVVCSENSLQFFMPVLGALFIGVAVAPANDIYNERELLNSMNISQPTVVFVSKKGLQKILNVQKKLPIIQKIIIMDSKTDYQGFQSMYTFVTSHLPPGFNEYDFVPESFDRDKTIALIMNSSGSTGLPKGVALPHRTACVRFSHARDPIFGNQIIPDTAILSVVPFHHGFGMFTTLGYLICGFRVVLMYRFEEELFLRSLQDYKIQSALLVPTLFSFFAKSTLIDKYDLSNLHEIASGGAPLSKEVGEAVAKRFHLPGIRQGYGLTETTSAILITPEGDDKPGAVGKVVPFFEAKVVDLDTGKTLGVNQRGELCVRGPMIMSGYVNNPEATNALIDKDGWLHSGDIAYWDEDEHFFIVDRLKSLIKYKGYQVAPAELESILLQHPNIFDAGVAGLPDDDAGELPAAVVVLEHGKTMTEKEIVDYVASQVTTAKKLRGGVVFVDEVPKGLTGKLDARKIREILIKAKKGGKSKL
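Biochemical qHTS of compounds, final roughly 60 µM downward over six points, against 10 nM purified firefly luciferase using Km concentrations of substrates (10 uM D-luciferin, 10 uM ATP) in Tris acetate pH 7.5 buffer; luminescence output.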
NPC1 promoter act: NPC1 promoter activation; Huh7 NPC1 promoter luciferase reporter, 24 h; Potency, µM (doses to about 9.22 µM), without a hit: at the top dose activation, most hits filed as activators; actives 2.4% (n = 320,000); AID 485313;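 note: % of control where 0% means no effect; nearly all actives have a fitted effect of over 60% in size; reporter is driven by a mutant NPC1 promoter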
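Quantitative HTS used a cell-based reporter: Huh7 cells stably bearing the NPC1 promoter upstream of luciferase were treated with compounds for 24 h, and promoter activation was read as luminescence.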
BRCA1 expr up: BRCA1 expression activation; MCF7-BRCA1-FFLuc reporter, luminescence, 48 h; response scale: scaled: vehicle 0%, 10 µM genistein 100%; actives 1.1% (n = 380,000); Potency, µM (series often up to 46.1 µM), for the others: at the highest dose activation, most hits filed as activators; note: nearly all actives have a fitted effect of over 80% in size; some results filed as inactive show a strong effect at the top dose
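Reporter cells (MCF7, BRCA1 promoter-firefly luciferase) received library compounds across a concentration series for 48 h. End-point luminescence was measured and concentration-effect curves derived after normalization.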
RORgamma inh: ROR gamma (mouse) transcription inhibition; Potency, µM (doses to about 53.6 µM), without a hit: at the top dose activity change, negative = inhibition, hits mostly inhibitors; AID 2551; P51450; Drosophila S2 Gal4-RORgamma UAS-luciferase reporter, 20 h; actives 5.4% (n = 310,000); note: % is set by controls: 0 for no effect and ±100 for the full control effect; nearly all actives have a fitted effect of over 60% in size
Target sequence (P51450 whole entry, looked up, the tested form may be a part): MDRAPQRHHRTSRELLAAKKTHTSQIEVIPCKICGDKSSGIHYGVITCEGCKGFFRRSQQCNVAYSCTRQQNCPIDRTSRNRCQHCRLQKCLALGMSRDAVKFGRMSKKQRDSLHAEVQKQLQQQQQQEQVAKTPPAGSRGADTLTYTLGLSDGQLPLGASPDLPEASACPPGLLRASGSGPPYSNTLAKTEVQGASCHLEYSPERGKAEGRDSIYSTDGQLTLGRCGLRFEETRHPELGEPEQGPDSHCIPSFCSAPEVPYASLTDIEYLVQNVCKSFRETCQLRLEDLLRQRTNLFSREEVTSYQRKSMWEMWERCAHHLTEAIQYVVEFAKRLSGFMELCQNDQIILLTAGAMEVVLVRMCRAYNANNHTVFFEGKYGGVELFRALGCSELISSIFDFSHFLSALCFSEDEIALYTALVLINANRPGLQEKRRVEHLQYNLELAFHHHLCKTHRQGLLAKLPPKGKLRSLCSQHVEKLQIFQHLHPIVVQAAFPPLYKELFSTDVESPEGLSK
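ROR gamma transcriptional activity was tracked as Gal4-UAS luciferase output in stably transfected Drosophila Schneider cells, with compound added 1 hr before 700 uM copper sulfate induction and a 20 hr ambient-temperature incubation.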
MBNL1 CUG block: blocks human MBNL1 binding to CUG repeat RNA. Potency, µM (series often up to 57.5 µM), for inactives: at the highest dose activity change, negative = inhibition, most hits filed as inhibitors. Q9NR56. TR-FRET MBNL1-His/biotin-(CUG)12 binding, 665/545 ratio. actives 0.036% (n = 280,000); active = well fitted inhibition curve with a large enough effect in the signal ratio, with a control signal flat, not every such curve was filed as active; inconclusive = small, poorly fitted or top-dose-only effect, or effect the other way, or a change in a side signal; inactive = no such curve, though single readings can be large or run the other way; the % refers to the signal ratio; note: % is set by controls: 0 for no effect and ±100 for the full control effect
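TR-FRET readout: Ex 340 nm, 665/545 nm emission ratio, normalized to buffer-only (basal) and MBNL1-(CUG)12 controls. Complex of MBNL1-His with Biotin-(CUG)12, compounds 92 nM–58 uM, incubated 60 min at room temperature.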
uPA generation: blocks generation of uPA at the cell surface. cell surface uPA generation assay, qHTS. Potency, µM (titrated, usually from 38.3 µM), without a hit: top-dose activity change, negative = inhibition, actives largely listed as inhibitors. actives 0.31% (n = 330,000); active = well fitted inhibition curve with a large enough effect; inconclusive = small, poorly fitted or top-dose-only effect; inactive = no such curve, though single readings can be large or run the other way; tested in mouse RAW 264.7 cells; note: % is set by controls: 0 for no effect and ±100 for the full control effect; nearly all actives have a fitted effect of over 55% in size
ELG1 genotoxic: induces genotoxicity in HEK293T cells with luciferase-tagged ELG1; HEK293T ELG1-luciferase reporter, luminescence, 16 h; Potency, µM (top dose mostly 46 µM), without a hit: at the top dose activity change, positive = activation, usual class: activators; actives 1.3% (n = 330,000); AID 504466; note: % of control where 0% means no effect; nearly all actives have a fitted effect of over 60% in size
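Cells (2,000/well) expressing the ELG1-luciferase fusion are dosed by pin tool and kept 16 hr at 37 °C, 5% CO2. Signal comes from ONE-Glo luciferase reagent after 30 min at room temperature.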
Active calls of the source: *; ? = inconclusive; · = not tested or not shown; & = joins results of further samples; [ ] = remark or other dose. Unless noted, calls come from the whole dose curve; as a rule, active = well fitted curve in the direction sought with a large enough effect; inconclusive = small, poorly fitted or top-dose-only effect, or another doubt; inactive = no such curve, though single readings can be large; an effect the other way counts as inactive or inconclusive. Potency is the fitted concentration of half-maximal effect.

no. | smiles | p53 reactivation | Rab9 promoter act | Gal4-VP16 FLuc | FLuc modulator | NPC1 promoter act
1 | C=CCNC(=O)COC(=O)c1cc(S(=O)(=O)N2CCOCC2)ccc1N1CCCCC1 | -5% | -2% | 13% | 7% | -2%
2 | Cc1ccc2cc(C)c(SCC(=O)NCc3ccco3)nc2c1 | -6% | -7% | 26% | -16% | -6%
3 | O=C(O)c1cn(-c2ccc(F)cc2)c2cc(N3CCNCC3)c(F)cc2c1=O | · | · | 1% | · | ·
4 | O=C(CSc1ccccc1F)Nc1ccc(N2CCOCC2)cc1 | ? | ? | · | ? | ?
5 | O=C(Nc1ccon1)c1ccc(Br)s1 | -23% | 9% | -2% | -12% | 12%
6 | O=C(Nc1ccc(C(F)(F)F)cc1)N1CCN(C(=O)c2ccco2)CC1 | 0% | -16% | -11% | -1% | -4%
7 | CC(C)N(N=Nc1ccc([N+](=O)[O-])cc1)C(C)C | 8% | -7% | -15% | -1% | -5%
8 | Cc1cc(C)c(S(=O)(=O)NCCc2cc3ccc(C)c(C)c3[nH]c2=O)c(C)c1 | 0% | 2% | 4% | 1%&-2% | 1%

no. | BRCA1 expr up | RORgamma inh | MBNL1 CUG block | uPA generation | ELG1 genotoxic
1 | 15% | 10% | -5% | -3% | 2%
2 | -6% | ? | -1% | -1% | -5%
3 | 1% | -7% | · | 15% | ·
4 | 5.6µM* | · | · | -8% | 15%
5 | 45% | -31% | 23% | -8% | -4%
6 | 1% | 40% | 1% | -10% | 3%
7 | 30% | 41% | · | 0% | -2%
8 | 18%&-38% | 2% | -2% | 3% | -2%

Entries by screen from the entries so far:
uPA generation, entries 1–8 → -3%, -1%, 15%, -8%, -8%, -10%, 0%, 3%
Gal4-VP16 FLuc, entries 1–8 → 13%, 26%, 1%, ·, -2%, -11%, -15%, 4%

(continued)
no. | smiles | p53 reactivation | Rab9 promoter act | Gal4-VP16 FLuc | FLuc modulator | NPC1 promoter act
9 | C=CCn1c(SCC(=O)N2CCN(c3ccccc3)CC2)nnc1-c1ccco1 | -5% | 9% | -2% | 0% | -5%
10 | COCCn1cnnc1SCC(=O)Nc1cc(C)on1 | 0% | · | · | · | ·
11 | O=C(CCNC(=O)c1ccccc1Cl)Nc1cc(S(=O)(=O)N2CCOCC2)ccc1N1CCCC1 | -1% | 2% | -6% | 5% | -8%
12 | Cc1ccccc1-n1c(=S)[nH]c2nc3c(cc2c1=O)COC(C)(C)C3 | 6% | 1% | 11µM* | -1% | -4%
13 | COc1ccc2nc(NCCNC(=S)NCCCN3CCOCC3)c(C#N)cc2c1 | -1% | 4% | 6% | -5% | 0%
14 | Cc1nn(Cc2ccc(Cl)cc2Cl)c(C)c1NC(=O)c1nn(C)cc1Cl | -5% | -1% | -1% | -1% | 1%
15 | CCCC(=O)Nc1nc2nc(C)cc(=O)n2[nH]1 | 2% | 0% | -2% | -2% | 0%
16 | Cc1onc(-c2c(Cl)cccc2Cl)c1COC(=O)c1ccc(Cl)cc1[N+](=O)[O-] | 2% | 2% | 1% | 1% | -5%

no. | BRCA1 expr up | RORgamma inh | MBNL1 CUG block | uPA generation | ELG1 genotoxic
9 | -37% | 43% | -9% | 2% | -4%
10 | -5% | · | · | 0% | 5%
11 | 0% | -5% | 3% | -2% | -1%
12 | -1% | 5µM* | 2% | 2% | -2%
13 | -18% | ? | ? | -8% | 2%
14 | -2% | 4% | -5% | · | -9%
15 | 0% | 19% | -3% | 2% | -2%
16 | -26% | 29% | · | -2% | -6%

The list goes on.
no. | smiles | p53 reactivation | Rab9 promoter act | Gal4-VP16 FLuc | FLuc modulator | NPC1 promoter act
17 | O=C(NNC1=NS(=O)(=O)c2ccccc21)c1ccccc1Cl | 4% | -9% | -15% | 17µM* | 4%
18 | N=c1c(C(=O)NCc2ccc3c(c2)OCO3)cc2c(=O)n3ccccc3nc2n1CC1CCCO1 (stereo unspecified) | -4% | -1% | -6% | 7% | -1%
19 | COC(=O)c1nnn(-c2nonc2N)c1CSc1nc2ccccc2o1 | 3% | -1% | -4% | -1% | 3%
20 | O=[N+]([O-])c1ccc(-c2nn(-c3ccccc3)cc2/C=N/n2c(-c3ccncc3)n[nH]c2=S)cc1 | 2% | 0% | -2% | 0% | 1%
21 | O=C(c1cc2c(ccc3ccccc32)oc1=O)N1CCCC1 | 1% | -2% | 5% | 1% | -2%
22 | CCN(c1ccccc1)S(=O)(=O)c1ccc(OCC(=O)Nc2cc(C)on2)cc1 | 10% | 2% | -13% | 6% | 0%
23 | COC(=O)C1C(O)=C(C=Nc2ccc3ccccc3c2)C(=O)CC1(C)C (stereo unspecified) | 2% | 0% | 0% | ? | 0%
24 | CC(C)(C)NC(=O)c1ccc2c(c1)N(CC(=O)N1CCN(c3ccccc3F)CC1)C(=O)C(C)(C)O2 | 5% | 1% | -1% | 1% | -1%

no. | BRCA1 expr up | RORgamma inh | MBNL1 CUG block | uPA generation | ELG1 genotoxic
17 | 52% | -19% | 2% | -5% | 6%
18 | 1% | 2% | ? | -11% | -2%
19 | 3% | 23% | -3% | -8% | 1%
20 | -3% | 0% | 1% | 6% | 8%
21 | 37% | -25% | ? | 4% | -1%
22 | 12% | -19% | -10% | 1% | 1%
23 | 2% | 10% | 8% | -26% | 3%
24 | -19% | 14% | 2% | · | -12%

Later entries:
no. | smiles | p53 reactivation | Rab9 promoter act | Gal4-VP16 FLuc | FLuc modulator | NPC1 promoter act
25 | CCCCc1ccc(NC(=O)CC(C)C)cc1 | 7% | ? | 0% | 19µM* | ?
26 | CCC1CN(C(=O)NCc2cccc(OC)c2)c2ccccc2O1 (stereo unspecified) | 2% | -2% | 1% | 0%&-13% | -4%
27 | Cc1cc(C)n(CC(=O)NNC(=O)CCCOc2ccc(Cl)c(C)c2)n1 | -2% | -5% | 4% | -1% | -1%
28 | O=C(COc1ccc(/C=N/NC(=O)c2ccc(O)cc2)cc1)Nc1ccc([N+](=O)[O-])cc1 | 2% | -18% | -29% | -11% | 1%
29 | COCCN(Cc1cc2cc(C)ccc2n2nnnc12)C(=S)Nc1ccc(C)cc1 | -2% | -5% | -3%[10 µM] | -3% | -2%
30 | O=C(O)/C=C/c1ccc(S(=O)(=O)N2CCCCCC2)cc1 | ? | 2% | 1% | -4% | -7%
31 | Cc1ccc(NC(=O)COC(=O)Cn2cnc3ccccc32)c(C)c1 | 2% | · | · | · | ·
32 | COc1ccc(S(=O)(=O)NCC2CCCN(C(=O)CN3CCCCC3)C2)cc1 (stereo unspecified) | 4% | 0% | -1% | 1% | -2%

no. | BRCA1 expr up | RORgamma inh | MBNL1 CUG block | uPA generation | ELG1 genotoxic
25 | ? | -1% | 4% | 0% | ?
26 | -10% | -3% | -4% | 3% | -2%
27 | -3% | -4% | 1% | 1% | -11%
28 | 11% | -3%[10 µM] | · | -1% | 1%
29 | -3% | -19% | 46%[activator] | 16% | -2%
30 | 0% | 10% | 2% | 0% | -1%
31 | -19% | · | · | 2% | -2%
32 | 0% | -22% | 1% | -3% | 0%

Some entries already given, reduced to ELG1 genotoxic.
| no. | canonical_smiles | ELG1 genotoxic |
| --- | --- | --- |
| 25 | CCCCc1ccc(NC(=O)CC(C)C)cc1 | ? |
| 32 | COc1ccc(S(=O)(=O)NCC2CCCN(C(=O)CN3CCCCC3)C2)cc1 (stereo unspecified) | 0% |

Next results.
no. | smiles | p53 reactivation | Rab9 promoter act | Gal4-VP16 FLuc | FLuc modulator | NPC1 promoter act
33 | CNC(=O)CCSSCCC(=O)NC | 7% | 0% | -5% | 1% | -2%
34 | COc1cc(OC)c2c(c1)S(=O)(=O)C(c1ccccc1)=C2N | 0% | -2% | -3% | 2% | 1%
35 | C=CCNC(=O)c1onc(CSc2ccncc2)c1C(=O)NCC=C | -6% | -8% | -11% | 0% | -2%
36 | O=C(CCS(=O)(=O)c1ccccc1)Nc1ccc(N2CCOCC2)cc1 | -10% | 20% | 19% | -15% | -1%
37 | CC(=O)N(C(C)=O)c1nc2nc(C)cc(C)n2n1 | 6% | 0% | 0% | -8% | -3%
38 | O=C(CCCC(=O)c1ccccc1)Nc1ccc(O)cc1 | -13% | -8% | ? | -5% | -1%
39 | O=C(c1cccc(S(=O)(=O)Nc2cccc(C(F)(F)F)c2)c1)N1CCCCC1 | 6% | -4% | -8% | 7% | 2%
40 | COc1ccc(CCNC(=O)CS(=O)Cc2nc(-c3ccccc3Cl)oc2C)cc1OC (stereo unspecified) | 2% | -1% | -8% | 5% | -3%
41 | CCOC(=O)c1sc(NS(=O)(=O)c2cc(C)ccc2C)nc1C | 4% | -2% | -5% | -4% | 1%
42 | CC(=O)Nc1ccc2nc3c(=O)n(C)c(=O)n(C)c3nc2c1 | -4% | 1% | -7% | -1% | -1%

no. | BRCA1 expr up | RORgamma inh | MBNL1 CUG block | uPA generation | ELG1 genotoxic
33 | -11% | -12% | · | 0% | -2%
34 | 13% | 31% | ? | -3% | 9%
35 | 10% | -1% | 0% | 2% | 3%
36 | 0% | 19% | -3% | -3% | 2%
37 | -16% | ? | -21% | 0% | 0%
38 | -5% | -58% | 7% | 15% | -1%
39 | 0% | ? | 12% | 15% | 1%
40 | -15% | 3% | 2% | 6% | 4%
41 | 19% | 3% | -1% | -3% | 0%
42 | 0% | 0% | · | -8% | 0%

From PubChem

An unsorted share of the library. About 13% of those tested had a hit in this group.
